# Assay outcomes from PubChem.
# CF NFkB inh = inhibitors of cystic fibrosis induced NF-kB. KKLEB NF-kB-GFP reporter, PAF-induced, GFP fluorescence overnight. inhibition, % at 5 µM. 360,000 compounds, 0.86% hits. AID 588850;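 active = at least 50% inhibition at 5 µM, scaled per plate between neutral and stimulator controls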;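 also: PAF is a Pseudomonas aeruginosa culture filtrate used as stimulus; plate controls were PAF-stimulated DMSO wells for no effect and unstimulated DMSO wells for full effect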
# NR2E3 ag-1 = activates human photoreceptor nuclear receptor NR2E3 | Q9Y5X4 | GST-NR2E3/biotin-RetCOR TR-FRET, 1536-well | inhibition of corepressor binding, % at 4.78 µM | 320,000 compounds, 0.12% hits | AID 2300;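 active = percent inhibition above the cutoff of mean plus 3 SD of all tested compounds, set per screening campaign, cut at about 20% in these data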;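 also: 0% = DMSO wells and 100% = biotin wells as full block of FRET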
# Target sequence (Q9Y5X4 whole entry, looked up): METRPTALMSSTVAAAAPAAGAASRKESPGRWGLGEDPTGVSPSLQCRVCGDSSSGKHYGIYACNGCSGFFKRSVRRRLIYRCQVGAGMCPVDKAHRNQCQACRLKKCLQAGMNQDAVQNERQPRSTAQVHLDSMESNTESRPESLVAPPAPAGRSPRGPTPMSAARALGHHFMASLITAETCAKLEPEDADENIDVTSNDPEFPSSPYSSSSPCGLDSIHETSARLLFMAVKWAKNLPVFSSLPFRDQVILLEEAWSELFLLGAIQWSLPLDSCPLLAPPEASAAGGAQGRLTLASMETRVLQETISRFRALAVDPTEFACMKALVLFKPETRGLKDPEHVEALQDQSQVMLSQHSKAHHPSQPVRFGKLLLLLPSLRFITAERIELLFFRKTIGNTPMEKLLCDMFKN
#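 Material: NR2E3–RetCOR corepressor complex | Quantity: 1.35 nM GST-tagged NR2E3 final | Schedule: 5 h at 4 °C | Replication: Singlicate compound wells | Reagent: RetCOR corepressor, biotinylated, 7 nM | Controls: Biotin wells as high control, 0.6% DMSO wells as low control | Signal: TR-FRET, Eu(K)-anti-GST donor, streptavidin-D2 acceptor, ex 340, em 617/671 nm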
# aDG glyco up = increases alpha dystroglycan glycosylation; 360,000 compounds, 0.22% hits; activation, % at 10 µM; Pro5-aDG cells, alpha-DG glycosylation AlphaScreen (IIH6); 0% Pro5, 100% B10-LARGE cell signal;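 active = activation of at least 8% versus controls, or a plate z-score of at least 8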;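 also: Pro5 are CHO cells carrying HIG-tagged alpha-DG that lacks glycosylation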
# Peg3 prom inh = reduces Peg3 promoter-driven luciferase expression in HeLa | inhibition, % at 20 µM | HeLa PEG-Prom luciferase reporter, luminescence, overnight | AID 588405 | 360,000 compounds, 1.7% hits;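 active = inhibition of at least 50% at 20 µM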
# iPSC survival up = increases survival of single human iPS cells; hiPSC single-cell survival, ATPlite luminescence; 100% = ROCK inhibitor wells, 0% = DMSO; survival enhancement, % at 20 µM; 360,000 compounds, 0.044% hits; AID 602274; in the data active = survival enhancement above about 18%;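 also: cells exposed to compounds for 16 hours before the ATP read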
# Shn3 inh set2 = Schnurri-3 reporter inhibition in Clone20 osteoblasts. Clone20 osteoblast Shn3 3'UTR firefly luciferase, 24 h. inhibition, % at 12.5 µM. 360,000 compounds, 0.52% hits. AID 588674;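 active = mean inhibition of at least 75% with every replicate also reaching 75%; inconclusive = mean inhibition at least 75% but some replicate below; inactive = mean inhibition below 75%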;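 also: 0% = median of neutral control wells and 100% = pilot-screen positive control compound; some compounds past the cut are filed as inactive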
# TWEAK Fn14 block = inhibitors of TWEAK-Fn14 interaction signaling. inhibition, % at 10 µM. TWEAK-stimulated Fn14 reporter cells, luciferase luminescence, 8 h. 360,000 compounds, 2% hits; in the data active = inhibition above about 50%
# NR2E3 ag-2 = human photoreceptor-specific nuclear receptor agonism; 360,000 compounds, 0.35% hits; inhibition of corepressor binding, % at 3.98 µM; CHO-S Gal4-NCOR/VP16-NR2E3 two-hybrid, luciferase; AID 602229;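 active = inhibition above the mean of all tested compounds plus 3 SD, cut at about 70% in these data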;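 also: 0% = DMSO with NR2E3 transfected cells and 100% = cells lacking NR2E3 construct; higher means lower luciferase signal from less NR2E3 corepressor binding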
# KKLEB cytotox = counter-screen for CF NF-kB inhibitors: cytotoxicity. KKLEB CF airway cells viability, ATPlite luminescence, overnight; active compounds read low; cells stimulated with P. aeruginosa culture filtrate. activity change (cytotoxicity), % at 5 µM. 360,000 compounds, 0.36% hits;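 active = corrected activity change at or below -50% at 5 µM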
# TRPM1 prom inh = reduces MITF-dependent TRPM1 promoter luciferase signal | SK-MEL-5 TRPM1 promoter luciferase, 24 h | inhibition, % at 12.5 µM | 330,000 compounds, 0.83% hits;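 active = mean inhibition across replicates of 60% or more, whatever share of single replicates reaches that level; inconclusive = some that reach 60%, reason not given; inactive = mean inhibition across replicates below 60%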; also: values of inactives mirror those of a sister screen read the other way
# HIF-2a block = blocks HIF-2a reporter activity | 786-0 RCC cells HIF-2a reporter, luciferase luminescence, overnight | AID 624352 | 360,000 compounds, 0.72% hits | inhibition, % at 18.8 µM;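 active = inhibition of the luminescence signal of 40% or more relative to plate controls, in a single-dose primary screen at 18.75 µM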
# The depositor's hits bear a star; ? = inconclusive; . = not tested or not shown.
# Order of results: aDG glyco up	Shn3 inh set2	NR2E3 ag-1	CF NFkB inh	KKLEB cytotox	Peg3 prom inh	NR2E3 ag-2	HIF-2a block	iPSC survival up	TRPM1 prom inh	TWEAK Fn14 block
> CCOC(=O)[C@H]1[C@H]2COc3ccc(OC)cc3[C@@H]2N2C(=O)c3ccc(Cl)cc3NC(=O)[C@@]12C
→ -0.1	-21	-3	-3	1	23	-23	-6	-2.9	9	6
> COCCNC(=O)NC(=O)CN1CCCc2ccccc21
→ -0.1	13	-1	13	1	-4	-29	-35	1.4	7	4
> COc1ccc(-n2nc(C(=O)NCC(=O)NCc3ccc(F)cc3)c3ccccc3c2=O)cc1
→ -0.2	14	2	-20	-7	12	-8	13	0.2	-2	24
> O=C(Nc1nccs1)C1CCCN(S(=O)(=O)c2cccc3cccnc23)C1 (stereo not drawn)
→ 0.0	5	3	17	3	19	-33	4	0.3	10	23
> CC(NC(=O)CCl)c1ccccc1Br (stereo not drawn)
→ 0.2	.	-3	-7	2	8	-17	13	-0.6	23	14
> CC(C)OC(=O)CCC(=O)Nc1ccc(F)cc1
→ -0.2	0	2	-6	0	1	20	14	2.0	5	-10
> CCOC(=O)c1cccc(NC(=O)/C=C/c2ccc3c(c2)OCO3)c1
→ 0.2	-28	2	-11	-2	-98	-27	47*	-3.5	6	70*
> C=CCn1c(CNC(=O)c2cccs2)nnc1SCc1ccc(Cl)cc1Cl
→ 0.4	24	-1	-2	-4	14	16	24	0.1	2	3
> COc1ccccc1CN1C[C@@H]2C[C@@H](c3[nH]c4c(C)cccc4c3C)N3CCC[C@@]23C1=O
→ -0.4	13	1	9	4	20	-12	8	-6.5	4	27
> CN(C)c1cccc(CNC(=O)c2csc([C@@H]3O[C@H](CO)[C@H](O)[C@H](O)[C@H]3O)n2)c1
→ 0.1	4	.	-21	8	-13	10	-1	-3.0	.	-7
> COc1cc(NC(=O)c2ccccc2NS(=O)(=O)c2ccc(Cl)s2)cc(OC)c1
→ 0.6	37	1	50	-57*	46	98*	0	-0.8	9	73*
> Cc1cc(NC(=O)CCC(=O)N(CC2CCCO2)C(C(=O)NC2CCCC2)c2cccnc2)no1 (stereo not drawn)
→ 0.0	-12	0	7	10	7	3	5	-0.5	6	-7
> COc1ccc2nc(/C=N/NC(=O)[C@@H]3CCCN3C(=O)OC(C)(C)C)ccc2c1
→ 0.0	-93	-3	15	1	-63	-51	-118	-0.6	-35	22
> O=C(N/N=C/c1cc(Cl)ccc1O)c1ccncc1
→ 0.8	?	-2	12	8	45	10	8	0.0	62*	9
> CCOc1ccccc1N(CC(=O)NCCSCc1ccco1)S(=O)(=O)c1ccccc1
→ 0.4	8	0	-16	3	-1	4	16	-0.4	9	12
> O=C(COC(=O)Cn1cnc2ccccc2c1=O)Nc1ccc2c(c1)OCO2
→ -0.2	-20	-1	-2	-9	2	-26	13	-0.5	-11	-34
> CCC1(c2ccc(F)cc2)NC(=O)N(CC(=O)N2CCOCC2)C1=O (stereo not drawn)
→ -0.2	-29	0	-5	-1	8	5	21	2.7	10	-11
> Cc1cc(NC(=O)c2ccccc2Cl)no1
→ 0.4	-80	4	14	0	-145	-72	-163	-2.7	-58	-10
> COc1ccc(NC(=O)CCNC(=O)Cn2cnc3sc4c(c3c2=O)CCCC4)cc1OC
→ -0.1	-2	-1	-2	3	-1	-11	16	-0.4	-5	-4
> CCN(C(=O)CN1CCC(C)CC1)c1c(N)n(Cc2ccccc2)c(=O)[nH]c1=O
→ 0.0	13	.	-3	5	-7	7	7	-0.4	6	5

# Shown as a hit in TWEAK Fn14 block, of those listed so far:
mol	aDG glyco up	Shn3 inh set2	NR2E3 ag-1	CF NFkB inh	Peg3 prom inh	NR2E3 ag-2	HIF-2a block	TRPM1 prom inh	TWEAK Fn14 block
CCOC(=O)c1cccc(NC(=O)/C=C/c2ccc3c(c2)OCO3)c1	0.2	-28	2	-11	-98	-27	47*	6	70*
COc1cc(NC(=O)c2ccccc2NS(=O)(=O)c2ccc(Cl)s2)cc(OC)c1	0.6	37	1	50	46	98*	0	9	73*

# (next part)
# Order of results: aDG glyco up	Shn3 inh set2	NR2E3 ag-1	CF NFkB inh	KKLEB cytotox	Peg3 prom inh	NR2E3 ag-2	HIF-2a block	iPSC survival up	TRPM1 prom inh	TWEAK Fn14 block
> O=C1CCC([N+](=O)[O-])C(c2ccccc2Cl)N1 (stereo not drawn)
→ -0.3	4	0	-22	13	1	-6	-1	-0.9	17	-11
> O=C(COC(=O)Cc1cccs1)Nc1ccccc1
→ 0.6	6	3	-3	1	-1	-16	9	3.0	4	14
> C/C(=N\NC(=O)c1ccc(Br)cc1)c1cccc(NC(=O)c2cccnc2)c1
→ 0.3	-26	1	-3	10	-66	-28	-20	-2.0	-33	-20
> Cc1ccc(NC(=S)N2CCN(C(=O)C3CCCO3)CC2)c(C)c1 (stereo not drawn)
→ 0.1	6	-2	12	-12	8	5	20	3.6	10	10
> CC(=O)N/C(=N\OCc1ccc(Br)cc1)c1nonc1NC(C)=O
→ 0.0	12	2	6	-3	13	-48	-5	4.4	-8	-5
> COC(=O)c1c(NC(=O)c2c(-c3ccccc3Cl)noc2C)sc2c1CCC2
→ 0.2	16	1	6	0	32	-23	15	-0.9	10	-8
> CC(=O)N(CCC(Cc1ccccc1)c1ccc2c(c1)OCO2)Cc1ccc(Cl)cc1 (stereo not drawn)
→ 0.3	-9	1	5	-7	19	-9	5	0.1	11	6
> COc1ccc2nnc(-c3ccccc3)n2n1
→ -0.1	-8	0	3	15	2	1	9	-1.7	-2	-8
> CC12COC3(C(=O)NCCc4ccccc4)CC1CCC32C (stereo not drawn)
→ -0.1	-9	-1	9	-2	-69	-55	-118	-3.4	-4	-20
> CCOC(=O)/C(C#N)=C/c1ccc(N2CCN(C)CC2)cc1
→ 0.2	-11	0	-10	7	-24	-14	-67	1.9	-8	-42
> O=C(O)COc1ccccc1/C=N/n1c(C2CCCCC2)n[nH]c1=S
→ 0.2	-2	.	8	-3	2	-3	17	0.8	3	7
> O=c1n(Cc2ccc(F)cc2)nc2n1-c1ccccc1SC2
→ 0.0	-15	1	-14	-12	-71	-36	-147	-0.4	-31	-22
> CCOC(=O)c1c(NC(=O)c2cccs2)sc(CC)c1-c1cccs1
→ 0.6	4	1	26	-22	-3	3	-48	-2.6	-11	11
> Cc1cc2ncn(CCOc3ccccc3)c2cc1C
→ 0.7	-25	2	4	-7	-301	-62	-201	-2.1	-51	-41
> Cc1cc(C(=O)N2CCc3c([nH]c4ccccc34)C2c2cccc(Cl)c2)nn1C (stereo not drawn)
→ -0.2	9	0	5	-3	-26	-32	-43	0.1	20	20
> O=C(O)C1CCCCC1C(=O)Nc1ccc(-c2ccccc2)cc1 (stereo not drawn)
→ 0.0	12	0	8	1	4	9	-12	-2.9	-7	-69
> CCN(CC)c1ccc(C=C2C(=O)OC(c3ccccc3)OC2=O)cc1 (stereo not drawn)
→ -0.2	-6	0	-6	2	16	10	6	0.8	13	5
> Cc1ccc(C)c(NC(=O)CN(C)C(=O)c2cc3c(s2)CCCCC3)c1
→ 0.2	33	0	-3	-6	18	12	-3	-0.4	9	-18
> O=C(CN1CCN(S(=O)(=O)c2ccc(Cl)c(Cl)c2)CC1)N1CCCCC1
→ 0.2	5	0	15	-4	12	16	3	-3.4	0	-1
> COc1cc(/C=C/C(=O)OCC(=O)NCCN2C(=O)CSC2=O)ccc1OCC#N
→ 0.7	18	0	-9	4	9	18	-3	1.5	-8	-17

# In the list so far, these contain fluorine:
# Order of results: aDG glyco up	Shn3 inh set2	NR2E3 ag-1	CF NFkB inh	KKLEB cytotox	Peg3 prom inh	NR2E3 ag-2	HIF-2a block	iPSC survival up	TRPM1 prom inh	TWEAK Fn14 block
> COc1ccc(-n2nc(C(=O)NCC(=O)NCc3ccc(F)cc3)c3ccccc3c2=O)cc1
→ -0.2	14	2	-20	-7	12	-8	13	0.2	-2	24
> CC(C)OC(=O)CCC(=O)Nc1ccc(F)cc1
→ -0.2	0	2	-6	0	1	20	14	2.0	5	-10
> CCC1(c2ccc(F)cc2)NC(=O)N(CC(=O)N2CCOCC2)C1=O (stereo not drawn)
→ -0.2	-29	0	-5	-1	8	5	21	2.7	10	-11
> O=c1n(Cc2ccc(F)cc2)nc2n1-c1ccccc1SC2
→ 0.0	-15	1	-14	-12	-71	-36	-147	-0.4	-31	-22

# Continuation.
# Order of results: aDG glyco up	Shn3 inh set2	NR2E3 ag-1	CF NFkB inh	KKLEB cytotox	Peg3 prom inh	NR2E3 ag-2	HIF-2a block	iPSC survival up	TRPM1 prom inh	TWEAK Fn14 block
> O=C(NNc1cccc(Cl)c1)c1cccnc1Oc1ccccc1
→ 0.2	5	3	-2	-10	13	29	23	-0.7	2	-3
> CC(C)(C)C1CCc2c(sc(NC(=O)c3cccs3)c2C(N)=O)C1 (stereo not drawn)
→ 0.1	-15	3	7	-4	-178	13	-122	-4.6	-48	13
> CC(=O)Nc1cccc(/C(C)=N/Nc2ccc(S(=O)(=O)Nc3ccccc3C(=O)O)cc2[N+](=O)[O-])c1
→ -0.1	-6	.	3	2	0	-13	-7	-0.3	4	-12
> COCCNc1nnc(SCC(=O)c2c[nH]c3ccccc23)s1
→ -0.2	-8	-1	4	4	15	-10	0	0.2	12	4
> COc1ccc(-c2cc(C(=O)N3CCN(c4ccc(F)cc4)CC3)no2)cc1OC
→ -0.1	-2	2	21	-14	-11	-26	7	0.6	4	13
> CC1CCc2sc(NC(=O)c3ccc(N4C(=O)CCC4=O)cc3)c(C(N)=O)c2C1 (stereo not drawn)
→ -0.1	-7	2	24	9	-12	-11	-19	-0.4	-2	-16
> Cc1ccc(C(O)CCc2ccc(N)cc2)cc1 (stereo not drawn)
→ 0.0	4	1	-1	8	-6	0	-14	0.2	-6	13
> CC(=O)Nc1ccc(OC(=O)c2c(-c3ccccc3Cl)noc2C)cc1
→ -0.2	6	0	2	6	7	-4	11	1.4	-3	9
> CCc1cccc(N(C(=O)c2csnn2)C(C(=O)NC2CCCCC2)c2cccnc2)c1 (stereo not drawn)
→ -0.1	13	2	5	2	17	-9	3	2.6	6	-11
> CN(CCCn1c(=S)[nH]c2ncccc2c1=O)Cc1ccccc1
→ 0.0	3	4	-17	-4	8	-21	22	1.6	1	5

# Fetched by compound from the list above:
# Order of results: aDG glyco up	Shn3 inh set2	NR2E3 ag-1	CF NFkB inh	KKLEB cytotox	Peg3 prom inh	NR2E3 ag-2	HIF-2a block	iPSC survival up	TRPM1 prom inh	TWEAK Fn14 block
> CC(C)(C)C1CCc2c(sc(NC(=O)c3cccs3)c2C(N)=O)C1 (stereo not drawn)
→ 0.1	-15	3	7	-4	-178	13	-122	-4.6	-48	13
> CN(CCCn1c(=S)[nH]c2ncccc2c1=O)Cc1ccccc1
→ 0.0	3	4	-17	-4	8	-21	22	1.6	1	5
